# PAFAH1B3 FP inh: PAFAH1B3 enzyme inhibitors, primary screen, biochemical, fluorescence polarization, human; Platelet-activating factor acetylhydrolase IB subunit alpha1 (Homo sapiens), Q15102; recombinant PAFAH1B3, FP-rhodamine probe; inhibition, % at 3.39 µM; 340,000 tested, 0.28% active; AID 492972, 2010;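 active means inhibition above the screen-wide average of all tested compounds plus 3 SD, cut at about 25% in these data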;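 further: 0% = enzyme with DMSO only and 100% = wells lacking PAFAH1B3 protein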
# PME-1 primary: PME-1 inhibitors via competitive probe labeling, primary screen, biochemical, fluorescence polarization, FP-Rh probe, HTS; Protein phosphatase methylesterase 1 (Homo sapiens), Q9Y570; recombinant PME-1; inhibition, % at 5.9 µM; 320,000 tested, 0.53% active; AID 2130, 2009;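 active means inhibition above the campaign mean of all compounds plus 3 SD, cut at about 26% in these data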;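 further: competitive labeling of PME-1 active site by serine hydrolase directed probe; 0% = PME-1 with DMSO and 100% = wells lacking PME-1 enzyme; inhibitors block probe labeling so polarization falls and inhibition rises; many of its hits are not listed in these tables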
# Target sequence (Q9Y570 whole entry, looked up): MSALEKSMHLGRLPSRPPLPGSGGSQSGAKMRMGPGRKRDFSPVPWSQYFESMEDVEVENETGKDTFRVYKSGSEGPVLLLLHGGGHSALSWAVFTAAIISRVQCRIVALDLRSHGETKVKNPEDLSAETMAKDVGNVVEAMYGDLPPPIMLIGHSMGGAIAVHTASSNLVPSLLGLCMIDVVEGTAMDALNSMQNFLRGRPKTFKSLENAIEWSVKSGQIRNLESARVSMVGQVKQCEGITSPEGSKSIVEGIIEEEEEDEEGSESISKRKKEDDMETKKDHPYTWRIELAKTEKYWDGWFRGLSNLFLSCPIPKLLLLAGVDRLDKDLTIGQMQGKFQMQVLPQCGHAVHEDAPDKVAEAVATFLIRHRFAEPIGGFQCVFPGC
# PAD4 FP inh: human PAD4 inhibitors, primary screen, biochemical, fluorescence polarization, 1536-well format; recombinant PAD4, RCA probe fluorescence polarization; Protein-arginine deiminase type-4 (Homo sapiens), Q9UM07; AID 485272, 2010; 330,000 tested, 0.41% active; inhibition, % at 6.36 µM;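 active means percent inhibition above a cutoff equal to the mean of all tested compounds plus 3 SD, cut at about 15% in these data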;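 further: 0% = PAD4 with RCA probe and DMSO and 100% = probe without PAD4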
# GSTO1 inh: inhibitors of recombinant GSTO1, primary screen, counter-screen for RBBP9 inhibitor project, biochemical, fluorescence polarization | 300,000 tested, 1.1% active | activity-based probe fluorescence polarization | inhibition, % at 5.96 µM | AID 1974, 2009 | Glutathione S-transferase omega-1 (Homo sapiens), P78417;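 active means inhibition above the campaign mean inhibition plus 3 SD, cut at about 35% in these data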;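 further: 0% = GSTO1-1 with DMSO and 100% = wells lacking GSTO1-1 enzyme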
# LYPLA2 counter: LYPLA2 inhibitors, primary screen, counter-screen for PME1 inhibitor project, biochemical, fluorescence polarization, FP-Rh probe ABPP; Acyl-protein thioesterase 2 (Homo sapiens), O95372; recombinant LYPLA2; inhibition, % at 5.9 µM; 320,000 tested, 0.38% active;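 active means inhibition above the screen-wide mean plus 3 SD, limit set per campaign, cut at about 26% in these data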;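 further: 0% = LYPLA2 with DMSO and 100% = wells lacking LYPLA2 enzyme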
# PREPL inh: PREPL enzyme inhibitors, primary screen, biochemical, fluorescence polarization; Prolyl endopeptidase-like (Homo sapiens), Q4J6C6; recombinant PREPL, fluorescence polarization activity-based probe; inhibition, % at 5.96 µM; 320,000 tested, 0.68% active; in the data active means inhibition above about 43%;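 further: 0% = enzyme with DMSO and 100% = wells lacking enzyme; many of its hits are not listed in these tables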
# Target sequence (Q4J6C6 whole entry, looked up): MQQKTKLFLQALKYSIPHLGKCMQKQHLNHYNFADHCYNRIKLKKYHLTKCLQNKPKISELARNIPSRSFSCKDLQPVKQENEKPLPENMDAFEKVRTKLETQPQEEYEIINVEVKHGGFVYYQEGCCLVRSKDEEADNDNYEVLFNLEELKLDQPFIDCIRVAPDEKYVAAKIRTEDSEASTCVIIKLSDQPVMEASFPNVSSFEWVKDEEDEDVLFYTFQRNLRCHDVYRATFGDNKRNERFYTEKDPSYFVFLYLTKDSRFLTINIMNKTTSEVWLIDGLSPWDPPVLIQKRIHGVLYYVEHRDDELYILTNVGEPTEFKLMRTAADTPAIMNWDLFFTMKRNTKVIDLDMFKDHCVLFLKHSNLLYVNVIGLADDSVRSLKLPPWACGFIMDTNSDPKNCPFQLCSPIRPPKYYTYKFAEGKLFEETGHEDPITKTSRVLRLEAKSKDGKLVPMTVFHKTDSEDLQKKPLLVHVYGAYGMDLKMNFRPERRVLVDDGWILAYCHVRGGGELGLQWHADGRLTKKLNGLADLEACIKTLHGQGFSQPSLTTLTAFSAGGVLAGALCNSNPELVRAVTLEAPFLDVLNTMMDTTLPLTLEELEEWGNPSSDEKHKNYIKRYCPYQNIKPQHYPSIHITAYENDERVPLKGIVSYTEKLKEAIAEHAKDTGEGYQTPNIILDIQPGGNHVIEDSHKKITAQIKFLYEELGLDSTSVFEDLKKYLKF
# pPAFAH inh: pPAFAH enzyme inhibitors, primary screen, biochemical, fluorescence polarization, human | Platelet-activating factor acetylhydrolase (Homo sapiens), Q13093 | recombinant pPAFAH, FP-rhodamine probe fluorescence polarization | inhibition, % at 3.39 µM | 330,000 tested, 1.5% active | AID 463082, 2010;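 active means inhibition above the mean inhibition across the screen plus 3 SD, cut at about 25% in these data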;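 further: inhibitors block binding of the rhodamine activity-based probe so polarization drops; 0% = enzyme with DMSO and 100% = wells lacking pPAFAH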
# LYPLA1 counter: LYPLA1 inhibitors, primary screen, counter-screen for PME1 inhibitor project, biochemical, fluorescence polarization, FP-Rh probe ABPP; inhibition, % at 5.9 µM; recombinant LYPLA1; 320,000 tested, 0.16% active; Acyl-protein thioesterase 1 (Homo sapiens), O75608; AID 2174, 2009;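 active means inhibition above the mean of all tested compounds plus 3 SD, set per campaign, cut at about 14% in these data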;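 further: inhibitors block serine hydrolase probe labeling of LYPLA1 so polarization falls; 0% = enzyme with DMSO and 100% = wells lacking LYPLA1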
# PAFAH1B2 inh: PAFAH1B2 enzyme inhibitors, primary screen, biochemical, fluorescence polarization, human | Platelet-activating factor acetylhydrolase IB subunit alpha2 (Homo sapiens), P68402 | recombinant PAFAH1B2, FP-rhodamine activity probe | inhibition, % at 3.39 µM | 340,000 tested, 1.2% active;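 active means inhibition above the mean of all tested compounds plus 3 SD, cut at about 24% in these data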;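 further: 0% = enzyme with DMSO and 100% = wells lacking PAFAH1B2; many of its hits are not listed in these tables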
# An asterisk follows results filed as active; / = not tested or not shown. The list is partial; count on the stated rates, not on these rows.
SMILES,PAFAH1B3 FP inh,PME-1 primary,PAD4 FP inh,GSTO1 inh,LYPLA2 counter,PREPL inh,pPAFAH inh,LYPLA1 counter,PAFAH1B2 inh
CCCCCOc1ccccc1C(=O)NCCC(=O)O,-6,3,-6,-2,5,5,-2,-1,1
CCC(OC(=O)c1nsc(Cl)c1Cl)C(=O)NCCc1ccccc1 (stereo unspecified),4,-2,-1,4,0,-30,25*,3,6
CC(C)N(C(=O)CSc1nnnn1C1CCCC1)C(C)C,8,-4,0,3,5,8,5,-2,-9
O=C(NCC1CCCN1S(=O)(=O)c1cccs1)C(=O)Nc1ccc(F)cc1F (stereo unspecified),3,1,-2,11,4,5,6,3,-5
Cc1ccc(N(CC(=O)NC2CCCCC2)C(=O)CNC(=O)c2ccco2)cc1C,-8,0,0,2,3,4,-2,-2,2
COc1ccc(CC(=S)NCCc2ccccc2)cc1,5,-3,-2,0,4,-2,1,2,3
COc1cc(/C=N/Nc2ncc(C(F)(F)F)cc2Cl)cc(OC)c1OC,4,16,3,1,0,8,4,2,20
CCOC(=O)c1cc2c(=O)n3ccccc3nc2n(Cc2ccco2)c1=NC(=O)c1ccccc1OC,3,3,-1,1,-1,-5,1,-2,1
COc1cccc(N/C=C/C(=O)c2ccc(C)cc2)c1,3,1,-5,4,-3,-13,3,-2,-1
CC(=O)N1CCc2cc(S(=O)(=O)CCC(=O)Nc3ccc(Cl)cc3F)ccc21,-1,3,6,-10,5,3,5,1,3
CC1CCN(Cc2c(C(=O)N/N=C/c3ccc(C(F)(F)F)cc3)nnn2-c2nonc2N)CC1,0,5,0,3,8,11,1,3,5
COc1ccc(/C=C2/C(=O)N(c3ccccc3)N=C2C)cc1Br,2,4,43*,58*,-5,9,5,1,5

# Next section (5 carried over from the part before).
SMILES,PAFAH1B3 FP inh,PME-1 primary,PAD4 FP inh,GSTO1 inh,LYPLA2 counter,PREPL inh,pPAFAH inh,LYPLA1 counter,PAFAH1B2 inh
CCOC(=O)c1cc2c(=O)n3ccccc3nc2n(Cc2ccco2)c1=NC(=O)c1ccccc1OC,3,3,-1,1,-1,-5,1,-2,1
COc1cccc(N/C=C/C(=O)c2ccc(C)cc2)c1,3,1,-5,4,-3,-13,3,-2,-1
CC(=O)N1CCc2cc(S(=O)(=O)CCC(=O)Nc3ccc(Cl)cc3F)ccc21,-1,3,6,-10,5,3,5,1,3
CC1CCN(Cc2c(C(=O)N/N=C/c3ccc(C(F)(F)F)cc3)nnn2-c2nonc2N)CC1,0,5,0,3,8,11,1,3,5
COc1ccc(/C=C2/C(=O)N(c3ccccc3)N=C2C)cc1Br,2,4,43*,58*,-5,9,5,1,5
COc1ccc(NC(=O)CC23CC4CC(CC(C4)C2)C3)cn1,4,-1,-1,23,3,7,2,-1,14
COc1ccc(NC(=S)SC)cc1OC,0,-1,0,4,-8,1,3,-1,-10
Cc1c(/C(O)=C2/C(=O)C(=O)N(Cc3cccnc3)C2c2ccccn2)cnn1-c1ccccc1 (stereo unspecified),1,2,-4,1,1,9,4,3,4
CC(Cc1ccccc1)N/C=C1\CC(=O)NC1=O (stereo unspecified),9,1,-2,0,10,7,5,0,10
C[C@@H](CO)NC(=O)c1ccc2c3n(nc2c1)-c1ccccc1CO3,-4,-4,0,-4,-2,-2,0,-2,4
COc1ccc(/C=C2\SC(=O)N(CCNC(=O)C3CC4C=CC3C4)C2=O)cc1 (stereo unspecified),-6,-7,1,4,-2,31,1,-3,-4
CCCc1cc(=O)oc2c(CN(CC)CC)c(O)c(Cl)cc12,3,4,-4,0,-9,4,9,-1,3
CN(C)S(=O)(=O)c1ccc(C(=O)NCCN=C2NS(=O)(=O)c3ccccc32)cc1,6,2,1,0,7,7,0,1,10
CNC(=O)c1ccccc1S(=O)(=O)c1ccccc1C#N,7,-5,-3,-2,-1,1,1,-1,0
COCCNC(=O)c1onc(CSc2ccccc2F)c1C(=O)O,8,2,-4,4,-2,15,1,-2,12
COC1CCCN(C(=O)c2ccc(OC3CCN(S(=O)(=O)N(C)C)CC3)cc2)C1 (stereo unspecified),14,6,-3,-2,5,0,10,3,-7
CCOCCCNC(=O)C1CCN(S(=O)(=O)N2CC(C)CC(C)C2)CC1 (stereo unspecified),12,4,0,-2,10,5,-3,6,3

# (continued)
SMILES,PAFAH1B3 FP inh,PME-1 primary,PAD4 FP inh,GSTO1 inh,LYPLA2 counter,PREPL inh,pPAFAH inh,LYPLA1 counter,PAFAH1B2 inh
COc1cc(NC(=O)c2csc(N)n2)cc(C(=O)Nc2cccc(C(F)(F)F)c2)c1,-1,-27,-3,-18,-42,6,-4,-26,-5
COc1cccc(C(=O)N2CCOCC2)c1OC,5,4,4,5,0,-2,4,2,2
CCOC(=O)C1=C(C)NC(=S)NC1c1ccsc1 (stereo unspecified),2,4,-3,5,2,1,5,0,7
Cn1c(=O)c(=O)n(C)c2cc(S(=O)(=O)CCC(=O)NCc3ccccc3)ccc21,-1,-5,2,2,-10,0,-6,-3,4
COc1ccc(-c2cc(C(=O)Nc3c(C)nn(Cc4ccccc4Cl)c3C)no2)cc1,-2,-3,-3,-4,5,0,5,4,-1
COc1ccc(CS(=O)(=O)/C(Cl)=C(/Cl)C(=O)Nc2ccc(OC)nc2)cc1,-6,-6,2,3,-4,-7,0,-3,-3
CCOC(=O)CN(C(=O)Cn1nnc2ccccc21)C(C(=O)NCCOC)c1ccccc1 (stereo unspecified),3,1,2,8,-1,-6,5,-5,1
COc1cc(C(=O)N2CCN(S(=O)(=O)c3cccs3)CC2)cc(OC)c1C,6,2,0,15,-7,10,-1,1,6
CSCC[C@H](NC(=O)Nc1cccc(C(F)(F)F)c1)C(=O)O,5,5,2,6,6,-6,4,1,4
COc1ccc(C2C3=C(CC(C)(C)CC3=O)N(C)C3=C2C(=O)CC(C)(C)C3)cc1,-3,-3,3,-3,4,-3,1,0,3
COc1ccc(C2C3=C(CC(C)(C)CC3=O)Nc3cc4c(cc32)OCO4)cc1 (stereo unspecified),6,2,1,3,-3,9,9,-2,3
O=C(c1ccc([N+](=O)[O-])s1)N1CCN(c2ccc(C(F)(F)F)cn2)CC1,8,-2,-12,10,20,34,-1,-1,-2

# (cont.)
SMILES,PAFAH1B3 FP inh,PME-1 primary,PAD4 FP inh,GSTO1 inh,LYPLA2 counter,PREPL inh,pPAFAH inh,LYPLA1 counter,PAFAH1B2 inh
O=C(O)c1cc([N+](=O)[O-])c(NCc2cccnc2)c([N+](=O)[O-])c1,13,-5,-8,1,-2,-5,6,0,2
COC(=O)c1cccc(NC(=O)c2cnn(C)c2)c1,9,1,5,1,6,-3,-1,-1,4
Cc1nc(SCC(=O)N(CC(C)C)C2CCS(=O)(=O)C2)c2c(C)c(C)sc2n1 (stereo unspecified),-4,6,1,/,-1,26,-2,-6,5
Cc1nnc(SC(C)C)n(N)c1=O,2,-8,-4,2,1,-3,3,-1,5
O=C(O)CC12CC3CC(C1)CC(n1ncc(N4CCC5(CC4)OCCO5)c(Cl)c1=O)(C3)C2,-2,-3,-1,6,-3,8,2,-3,-1
O=C(CC(c1ccccc1)C1CCCCC1=O)c1ccco1 (stereo unspecified),6,4,1,-2,1,-11,5,1,3
CC(=O)Oc1cc2c(cc1Cl)C(c1cccs1)CC1(CC(C)(C)NC(=S)N1)O2 (stereo unspecified),-2,-8,1,6,-2,18,-4,-5,2
O=C(OCCOCCN=C1NS(=O)(=O)c2ccccc21)C1CC(=O)N(c2ccccc2)C1 (stereo unspecified),10,3,-3,2,3,13,11,3,3
COc1ccc(C(=O)c2ccccc2)c(OCC(=O)NC2CC2)c1,4,4,-3,2,1,-2,1,-2,3
CC(C)(C)OC(=O)N1CCC(NC(=O)c2nc[nH]c2C(=O)NCC(=O)OCc2ccccc2)CC1,0,4,2,0,-4,13,33*,-4,-4
CCOC(=O)C(NC(C)=O)(Nc1ccc(S(=O)(=O)Nc2cc(C)nc(C)n2)cc1)C(F)(F)F (stereo unspecified),2,2,-1,2,-1,5,4,2,0
COc1cccc(C(=O)NCCSCc2ccccc2Cl)c1,0,-2,-5,3,-6,-5,3,0,3

# 3 structures already listed, arranged by number of heavy atoms, smallest number first.
SMILES,PAFAH1B3 FP inh,PME-1 primary,PAD4 FP inh,GSTO1 inh,LYPLA2 counter,PREPL inh,pPAFAH inh,LYPLA1 counter,PAFAH1B2 inh
Cc1nnc(SC(C)C)n(N)c1=O,2,-8,-4,2,1,-3,3,-1,5
O=C(CC(c1ccccc1)C1CCCCC1=O)c1ccco1 (stereo unspecified),6,4,1,-2,1,-11,5,1,3
COc1ccc(C(=O)c2ccccc2)c(OCC(=O)NC2CC2)c1,4,4,-3,2,1,-2,1,-2,3

# PAD4 FP inh, what is marked active above.
SMILES,PAFAH1B3 FP inh,PME-1 primary,PAD4 FP inh,PREPL inh,pPAFAH inh,PAFAH1B2 inh
COc1ccc(/C=C2/C(=O)N(c3ccccc3)N=C2C)cc1Br,2,4,43*,9,5,5

# (next part)
SMILES,PAFAH1B3 FP inh,PME-1 primary,PAD4 FP inh,GSTO1 inh,LYPLA2 counter,PREPL inh,pPAFAH inh,LYPLA1 counter,PAFAH1B2 inh
CCNC(=O)N1CCN(C(=O)NCC)CC1,3,-1,-2,5,-3,-4,1,1,3
COC(=O)c1ccc(SCc2ccccc2)nc1,/,-3,-6,-10,2,11,6,-2,/
CCc1n[nH]c(=O)n1Cn1c(CC)n[nH]c1=O,2,5,1,-3,0,-3,2,0,3
CCn1c2ccccc2c2cc(/C=N/NC(=O)c3ccccc3C)ccc21,5,3,-1,4,-6,10,7,-3,3
COc1ccc(-c2csc(Cc3nc(O)cs3)n2)cc1,2,0,-5,8,-4,15,13,0,-1
CCOC(=O)C1=C(CNCc2ccc(C)cc2)NC(=O)NC1c1cc(C)ccc1C (stereo unspecified),5,7,-3,-1,3,13,-4,3,9
Cc1oc2cc3oc(=O)c(CC(=O)N[C@H](C(=O)N[C@@H](C(=O)O)c4ccccc4)C(C)C)c(C)c3cc2c1C,-2,-6,-1,-4,3,1,4,1,2
O=C(CCc1nnc(CCCCc2ccccc2)o1)NCCN1CCOC1=O,8,-1,-1,5,-2,8,0,-6,12
Cc1ccc(OCC(=O)N2CCc3ccccc3C2)c(C)c1,0,-1,-4,-6,0,-1,1,1,2
Cc1onc(-c2ccccc2)c1C(=O)N1CCCc2ccccc21,0,3,-2,9,10,4,5,2,0
O=C1NCCN1Cc1ccc(F)cc1,-1,-2,-3,1,-3,11,3,-1,5

# High-throughput results: PubChem, The Scripps Research Institute Molecular Screening Center
